Assay outcomes deposited in PubChem by The Scripps Research Institute Molecular Screening Center.
M1 PAM – positive allosteric modulators of human M1 muscarinic receptor. CHO-K1 hM1, Fluo-8 calcium fluorescence, ACh EC20; 0% = ACh EC20, 100% = maximal ACh. 360,000 compounds, 0.088% hits. activation, % at 3 µM. AID 588819. P11229; in the data active = activation above about 19%, passing the limit was not always enough
Target sequence (P11229 whole entry, looked up): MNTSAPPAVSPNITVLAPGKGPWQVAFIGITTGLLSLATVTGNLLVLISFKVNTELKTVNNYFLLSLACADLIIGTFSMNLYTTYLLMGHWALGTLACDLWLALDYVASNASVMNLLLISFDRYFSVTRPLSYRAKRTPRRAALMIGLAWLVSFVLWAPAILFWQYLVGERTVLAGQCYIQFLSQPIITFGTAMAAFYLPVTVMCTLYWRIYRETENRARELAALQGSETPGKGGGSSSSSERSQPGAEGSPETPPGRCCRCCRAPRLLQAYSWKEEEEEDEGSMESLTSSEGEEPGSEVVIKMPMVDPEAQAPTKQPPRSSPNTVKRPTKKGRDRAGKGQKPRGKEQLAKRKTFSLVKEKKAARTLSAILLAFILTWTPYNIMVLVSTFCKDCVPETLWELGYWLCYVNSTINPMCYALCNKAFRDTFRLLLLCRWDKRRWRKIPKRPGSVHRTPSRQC
OXTR potentiate – human OXTR potentiation | CHO-OTR cells, Fluo-8 calcium fluorescence, potentiator mode; 0% = oxytocin EC15, 100% = EC100 | 320,000 compounds, 0.061% hits | AID 2445 | P30559 | activation, % at 3 µM;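 active = activation above that plate's cutoff, the mean activation of tested compounds plus 3 SD, cut at about 6.6% in these data, passing the limit was not always enough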;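 note: 100% uses oxytocin at 75 nM as the full agonist control; some results filed as inactive read as strong as hits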
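Material: human OTR in CHO cells. Compound: 3.0 µM, one dose. Timing: compound 6 min at room temperature before oxytocin, 100 s read. Evaluation: % activation of max/min ratio relative to oxytocin controls. Replication: single well per compound, singlicate. Signal: Fluo-8 calcium dye fluorescence.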
OXTR ag – agonists of human oxytocin receptor. 320,000 compounds, 0.32% hits. CHO-OTR cells, Fluo-8 calcium fluorescence; normalized: DMSO 0%, oxytocin 100%. activation, % at 3 µM. P30559;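 active = activation above the mean of all tested compounds plus 3 SD, cutoff set per screening run, cut at about 20% in these data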;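 note: peak over basal fluorescence ratio from a 100 s FLIPR kinetic read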
TAAR1 antagonist – human TAAR1 antagonism. inhibition, % at 3 µM. Q96RJ0. 360,000 compounds, 1.5% hits. AID 624466. CHO RD-HGA16 TAAR1, Fluo-8 calcium fluorescence, antagonist;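 active = inhibition above a per-plate cutoff, the mean inhibition of test compounds on that plate plus 3 SD, cut at about 49% in these data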;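 note: 0% = DMSO plus EC80 beta-PEA response and 100% = DMSO alone without agonist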
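Test system: RD-HGA16 CHO cells with stable hTAAR1 and Gα16 / Probe or stimulus: EC80 β-phenethylamine stimulus / Times: seeding 17-24 h prior, 75-min 37 °C, 30-min RT dye loading / Detection: Fluo-8 calcium-sensitive fluorescence / Read-out basis: % inhibition scaled between DMSO and EC80 PEA controls / Repeats: singlicate, one well per test compound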
M1 antag – antagonists of human M1 muscarinic receptor. P11229. CHO-K1 hM1, Fluo-8 calcium fluorescence, ACh EC80 antagonist. inhibition, % at 3 µM. 360,000 compounds, 1.3% hits. AID 588852;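 active = percent inhibition above its own plate's cutoff, namely the mean of that plate's compound wells plus 3 SD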;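 note: peak over basal fluorescence ratio during 140 s after agonist addition; 0% = ACh EC80 plus DMSO and 100% = DMSO alone without agonist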
V1aR counter – activates human V1a receptor in oxytocin agonist counter-screen | CHO-V1R cells, Fluo-8 calcium fluorescence, agonist mode; 0% DMSO, 100% 3 nM vasopressin | activation, % at 3 µM | 320,000 compounds, 0.25% hits | AID 2797;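 active = activation above the mean activation of all tested compounds plus 3 SD, per screening run, cut at about 20% in these data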;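 note: signal is peak over basal fluorescence ratio across a 100 second FLIPR read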
Target sequence (P37288 whole entry, looked up): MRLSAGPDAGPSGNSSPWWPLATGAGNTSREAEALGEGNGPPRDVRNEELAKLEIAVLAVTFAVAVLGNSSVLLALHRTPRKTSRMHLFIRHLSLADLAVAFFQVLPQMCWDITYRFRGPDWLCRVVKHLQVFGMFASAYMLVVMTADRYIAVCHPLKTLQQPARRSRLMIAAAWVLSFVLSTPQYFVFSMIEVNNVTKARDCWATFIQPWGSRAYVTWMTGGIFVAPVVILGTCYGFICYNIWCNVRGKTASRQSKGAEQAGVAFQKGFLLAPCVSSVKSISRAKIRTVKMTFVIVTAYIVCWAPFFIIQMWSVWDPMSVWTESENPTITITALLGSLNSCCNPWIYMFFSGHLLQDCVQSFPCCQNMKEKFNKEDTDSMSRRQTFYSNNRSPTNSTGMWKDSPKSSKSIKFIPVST
M1 ag – human M1 muscarinic receptor agonism | P11229 | CHO-K1 hM1, Fluo-8 calcium fluorescence, agonist mode; 0% DMSO, 100% acetylcholine EC100 | activation, % at 3 µM | 360,000 compounds, 0.33% hits | AID 588814;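 active = activation above the run's mean compound activation plus 3 SD, cut at about 16% in these data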;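 note: peak over basal fluorescence ratio within a 140 s kinetic read after compound addition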
TAAR1 agonist – human TAAR1 agonism; Q96RJ0; CHO RD-HGA16 TAAR1, Fluo-8 calcium fluorescence; vehicle wells 0%, saturating PEA agonist 100%; activation, % at 3 µM; 360,000 compounds, 0.99% hits; AID 624467;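 active = activation above the mean activation of all test compounds in the run plus 3 SD, cut at about 38% in these data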
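Test system: RD-HGA16 (CHO) cells co-expressing Gα16 and hTAAR1 | Doses: Single dose, 3 µM | Schedule: 17-24 h seeding, 75 min 37 °C dye, 30 min RT | Evaluation: % activation from peak over basal fluorescence ratio, DMSO-to-PEA scaled | Technique: Kinetic Fluo-8 calcium fluorescence | Benchmarks: Low control DMSO, high control PEA (EC100)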
CHO parental Ca – signal in parental CHO cells, OX1R antagonist counter-screen; 330,000 compounds, 0.63% hits; inhibition, % at 5.6 µM; parental CHO-K1, ATP-induced calcium, Fluo-8 fluorescence;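 active = inhibition above that plate's mean sample inhibition plus 3 SD, cut at about 26% in these data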;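 note: 0% = ATP-challenged DMSO wells and 100% = DMSO wells without ATP; some compounds past the cut are filed as inactive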
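Test system: untransfected parental CHO cell line; also added: ATP stimulus; dosing: 5.6 µM, single dose; signal: calcium-sensitive Fluo-8 fluorescence; measure: percent inhibition of ATP-evoked calcium rise, normalized to controls; benchmarks: low control ATP plus DMSO, high control DMSO only; replication: one well per compound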
An asterisk follows results filed as active; . = no result given.

Preview, two compounds:
canonical_smiles	M1 PAM	OXTR potentiate	OXTR ag	TAAR1 antagonist	M1 antag	V1aR counter	M1 ag	TAAR1 agonist	CHO parental Ca
Cc1cccc(OCCn2ccnc2)c1	6	-1	0.5	-21	-10	0.8	-5	7	2
C=CCn1c(Oc2cccc(C)c2)nc2c1c(=O)n(C)c(=O)n2C	-5	0	-2.4	7	6	-0.4	-5	1	-21

Main list, previewed entries included:
canonical_smiles	M1 PAM	OXTR potentiate	OXTR ag	TAAR1 antagonist	M1 antag	V1aR counter	M1 ag	TAAR1 agonist	CHO parental Ca
Cc1cccc(OCCn2ccnc2)c1	6	-1	0.5	-21	-10	0.8	-5	7	2
C=CCn1c(Oc2cccc(C)c2)nc2c1c(=O)n(C)c(=O)n2C	-5	0	-2.4	7	6	-0.4	-5	1	-21
O=C(Cc1cccc(NC(=O)C2CCCN(C(=O)CCc3ccccc3)C2)c1)Nc1cccc(C(=O)N2CCOCC2)c1 (stereo not drawn)	2	.	.	-22	-7	.	-7	-1	.
Nn1c(SCc2cccc(C(F)(F)F)c2)nnc1-c1ccco1	4	-6	-0.9	-2	-2	-1.2	-2	0	-7
COC(=O)c1ccc(CNC(=O)c2ccc(OC)c(S(=O)(=O)NC3CC3)c2)cc1	-1	.	.	-2	-13	.	-5	-1	.
O=C(Cn1ccc(C(F)(F)F)n1)N/N=C/c1cccs1	0	-9	1.3	27	6	1.1	-2	1	-2
COc1cccc(N2CN(CCc3ccccc3)CNC2=S)c1	3	4	-0.6	81*	-6	-1.0	-2	96*	-18
NNC(=O)c1ccc(CSc2nc3ccccc3[nH]2)cc1	6	-27	-1.4	12	-3	0.0	-4	9	0
COc1ccc(N2C(=O)c3ccc(C(=O)Nc4ccc(NC(C)=O)cc4)cc3C2=O)cc1	18	-8	0.1	-23	-15	1.4	-1	2	8
CC[n+]1c(C)n(-c2ccccc2)c2ccc(NC(C)=O)cc21	3	-5	-0.3	-3	0	0.3	-12	3	5
Cc1oncc1C(=S)Nc1ccccc1	-1	-5	-1.4	5	4	0.2	-3	-2	0
CC(CN1CCN(C)CC1)OC(=O)c1ccc(Cl)cc1Cl (stereo not drawn)	-5	-4	0.7	23	4	0.9	-5	9	-4
CCc1c(C(=O)Nc2nnc(C3CC3)s2)csc1C	3	-8	0.5	15	4	-0.7	-1	1	0
CCO[C@H]1OC(C(=O)O)=C[C@@H](C2CC2)[C@@H]1CCCO	.	-8	0.1	.	.	1.6	.	.	2
CCCCc1nnc(NC(=O)CSCc2cc(=O)n3ccsc3n2)s1	2	-3	-0.7	-22	-3	0.2	-6	2	-11
CCN(CC)c1nc(N)nc(NS(=O)(=O)c2ccc(Cl)cc2)n1	4	-19	-0.9	-3	-5	0.5	-4	1	-23
O=C(c1ccccc1)c1cc2ccc(O)cc2oc1=O	8	-2	1.3	4	-2	-0.3	-4	1	18
O=C(NCc1ccccc1)c1ccc(-c2ccc(F)cc2)o1	5	2	-1.4	12	0	0.9	-6	-2	-10
CCCCOc1ccc(CN=C(N)N)cc1Cl	-1	-8	-0.4	6	-5	-1.8	-7	10	-3
Cc1cccc(C)c1Cn1c(C)c(C(=O)NCc2ccccc2C(F)(F)F)sc1=O	6	.	.	15	-3	.	-3	2	.
NS(=O)(=O)c1ccc(NC(=O)COC(=O)CNC(=O)C23CC4CC(CC(C4)C2)C3)cc1	-2	-9	1.2	4	8	0.2	-3	10	-12
CS(=O)CSc1nc2c(cc1C#N)CCCC2 (stereo not drawn)	-36	-6	-0.8	-14	95*	-0.3	-12	-2	-14
NNC(=O)C1CCCN1S(=O)(=O)c1ccc(Cl)cc1 (stereo not drawn)	3	-9	-0.5	11	2	0.2	-9	5	-29
CCSc1nnc(NC(=O)c2cc(-c3ccccc3O)n[nH]2)s1	5	-1	0.8	-14	4	1.3	0	2	-14
O=C(O)c1c(C(=O)O)c(-c2ccc(Br)cc2)n2c1CSC2	6	-7	-0.6	-13	-5	-0.7	-5	3	0
CC12CCC(=O)N1C(C(=O)Nc1cc(Cl)ccc1N1CCOCC1)CS2 (stereo not drawn)	7	3	-1.0	-37	-4	0.7	-4	0	-22
C=CCSc1nc(N)c2c3c(sc2n1)CN(C)CC3	-11	-12	-0.7	3	14	0.0	-10	-1	-4
CCN(CC)S(=O)(=O)c1ccc(C(=O)OCC(=O)N2CCN(C(=O)c3ccco3)CC2)cc1	5	-12	1.9	8	-16	2.8	-1	2	-7
CC[C@]1(C(=O)OC)[C@H]2C(=O)N(C)C(=O)[C@H]2[C@H]2CN=C(SCc3ccc(OC)cc3)N21	19	.	.	2	-24	.	1	1	-3
COc1ccc(-n2nnnc2/C=C\Nc2ccc(C)cc2)cc1	15	-5	0.0	6	-18	-0.1	-2	7	-2
COc1ccc(Cl)cc1N(C)C(=O)CCNC(=O)Cn1cnc2ccccc2c1=O	-1	-9	-0.2	-4	8	0.7	-2	10	-13
CCOC(=O)c1c(CSc2ccsc2)n(C)c2cc(Br)c(O)c(CN(C)C)c12	1	-2	1.1	-7	-5	-1.0	-5	-1	-17
CCCS(=O)(=O)C/C(N)=N/OC(=O)c1ccccc1Cl	2	-5	-0.2	-25	-3	0.1	-4	2	-10
COCCN(C(=O)COC(=O)CCCc1c[nH]c2ccccc12)c1c(N)n(Cc2ccccc2)c(=O)[nH]c1=O	19	.	.	5	-23	.	0	2	.
COc1ccc(CN2CC(C(=O)N3CC(C)CC(C)C3)CC2=O)cc1 (stereo not drawn)	10	-3	0.5	-13	-2	1.2	-2	4	-12
CCc1cnc(Nc2nc(C(N)Cc3ccc(F)cc3)cs2)nc1 (stereo not drawn)	3	.	.	-5	2	.	12	35	.
CN1CCN(c2ccccc2NC(=O)Cc2cn(C)c3ccccc23)CC1	-13	-3	0.2	1	17	-1.0	-12	1	-20
O=C1/C(=C\c2ccco2)CCC/C1=C\c1ccco1	-4	-6	4.2	11	11	11	6	7	-10
CC1CN(S(=O)(=O)c2ccc(Cl)c(S(=O)(=O)N3CC(C)OC(C)C3)c2)CC(C)O1 (stereo not drawn)	7	-1	-0.1	-6	-1	1.0	-4	2	-11
CCN(CC)NC(=S)Nc1ccccc1	1	2	0.3	-1	-2	0.2	-5	3	-3
CCOc1ccc(S(=O)(=O)NCCC(=O)NCC(c2ccc(OC)cc2)N2CCOCC2)cc1 (stereo not drawn)	8	.	.	-23	-19	.	-7	1	.
Cc1cccc(OCCSc2nc3ccccc3n2CC(=O)O)c1	20	4	-0.3	-23	-26	0.0	-1	4	-8
CSC(=CC(=O)c1ccc(F)cc1)SC	2	-5	-2.9	-35	-8	0.1	-7	3	-34
COC(=O)C1C2CC3c4[nH]c5cc(OC)ccc5c4CCN3CC2CC(OC2CCCCO2)C1OC (stereo not drawn)	12	.	.	13	-19	.	-1	5	.
C/C=C\C=C\C(=O)N1CC2(CC(c3cccc(NC(=O)CC(c4ccccc4)c4ccccc4)c3)=NO2)C[C@H]1C(N)=O (stereo partly drawn)	-8	-14	-1.5	.	7	0.9	-9	.	-8
Cc1ccc(SCC(=O)c2cc(C)c(O)c(C)c2)cc1	-5	-21	-1.9	16	-4	-0.8	-8	0	-8
CC(C)OC(=O)/C(=C/c1ccco1)c1ccccc1	4	-4	-2.1	-31	-11	-1.1	-2	2	-8
CCOC(=O)C1=CC[C@@H](c2ccc(F)cc2)N(S(=O)(=O)c2ccc(C)cc2)[C@H]1c1ccccc1	2	.	.	-17	-5	.	-1	1	.
COc1ccccc1CNS(=O)(=O)c1cc(-c2cc(C)no2)ccc1C(C)C	-6	-8	-1.4	-40	-2	0.7	-5	-1	-6
CCOC(=O)N1CCN(C(=O)C(NC(=O)c2ccc(C(C)(C)C)cc2)C(C)C)CC1 (stereo not drawn)	10	2	-2.2	-9	-15	-0.8	-7	-1	-17

Continued.
canonical_smiles	M1 PAM	OXTR potentiate	OXTR ag	TAAR1 antagonist	M1 antag	V1aR counter	M1 ag	TAAR1 agonist	CHO parental Ca
Cc1ccnc(NS(=O)(=O)c2ccc(NS(=O)(=O)Cc3ccccc3)cc2)n1	0	-6	-0.7	4	-15	0.6	-3	-1	5
O=C(NC(c1ccc(Cl)cc1)c1cc(Cl)c2cccnc2c1O)c1cccnc1 (stereo not drawn)	-7	2	0.7	-5	3	0.7	-2	11	-14
Cn1c(-c2csc(-c3ccccc3)n2)n[nH]c1=S	5	-4	-1.8	12	-4	-0.8	-13	5	-16
CCOc1ccc(-c2cc(C(=O)N3CCN(c4ccccn4)CC3)c3ccccc3n2)cc1	-9	-1	-0.8	31	10	0.3	-4	11	-24
Cn1c(=O)c2c(nc(OCc3cccnc3)n2Cc2c(F)cccc2Cl)n(C)c1=O	4	-8	-0.6	-9	-4	-0.4	-6	7	-12
O=C1C2(CCCC13COC(c1ccc(O)cc1)OC3)COC(c1ccc(O)cc1)OC2 (stereo not drawn)	.	1	1.2	-16	.	0.5	.	1	-8
COc1ccc(CNC(=S)Nc2cccc(Cl)c2)cc1	-7	-16	4.2	-15	12	6.1	0	11	-5
O=C(Nc1ccc2c(c1)OCCO2)c1ccccc1Cl	-3	.	.	-2	1	.	-5	-1	.
OCCN1CCN(c2nccn3ccnc23)CC1	4	.	.	-3	-4	.	-4	2	.
O=C(Nc1cc(Cl)ccc1F)c1ccc(-n2cncn2)c([N+](=O)[O-])c1	13	4	1.9	-15	-9	1.4	-1	4	-4
OCC[C@H]1C[C@H](O)[C@@H](O)[C@]2(CCc3ccccc3O2)O1	3	-12	0.0	-3	-9	0.6	-3	9	6
Cc1csc2ncc(C(=O)NCc3ccccc3Cl)c(=O)n12	0	-2	-0.7	-14	5	-0.1	-8	1	0
CCOC(=O)N1CCC(NC(=O)CC2C(=O)NCCN2Cc2ccccc2F)CC1 (stereo not drawn)	-1	-9	0.1	-18	3	-0.2	-3	1	12
Cc1ccc(NC(=O)c2cc(S(=O)(=O)N3CCCCC3)ccc2N2CCOCC2)c(C)c1	9	.	.	-23	-7	.	-3	-1	.
O=C(CSCSCC(=O)Nc1ccc2c(c1)OCO2)Nc1ccc2c(c1)OCO2	8	1	-1.3	-4	-26	1.5	-3	1	-14
